Large T inhibition – SV40 large T antigen inhibitors, biochemical (AID 1903) | 310,000 compounds, 0.39% hits | SV40 large T antigen ATPase/helicase inhibition assay; higher % means a stronger effect | inhibition, % at 20 µM; hits with a dose series show IC50 in µM; in the data active = a potency from the dose series; inconclusive = inhibition mostly from about 32% at the one dose, without a potency; inactive = the rest, 99 in 100 with inhibition below about 32%; also: strong numbers were not always called active
T cell HTS – modulators of CD8 T cell-vesicle binding, primary screen, mouse 2C CD8+ T cells, flow cytometry; 2C CD8+ T cell-vesicle binding; hits give low values; calls only at 7 µM; 330,000 compounds, 0.068% hits;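 active = response, share of CD8 T cells binding vesicles, and their 90th percentile fluorescence all below set limits, cut at about 80% in these data, passing the limit was not always enough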
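incubation = binding step 1.5 h, 37 °C, antibody labelling 20 min, ice | test system = 2C mouse CD8+ T cells | read-out basis = percent CD8+ FL2 mean versus row control | controls = Peptide-free naked vesicles (low) and QL9 vesicles with 0.7% DMSO vehicle (high) | detection = flow cytometry of vesicle-bound cells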
Rac1 GTP hydrolysis – MgcRacGAP GTPase-activating activity inhibitors, confirmation, biochemical, ADP Hunter fluorescence; 340,000 compounds, 0.6% hits; one-dose inhibition, % at 30 µM; IC50 in µM for titrated hits; AID 624330, 2012; MgcRacGAP-stimulated Rac1 GTP hydrolysis, ADP Hunter fluorescence; higher % means a stronger effect; GST-tagged Rac1 F28L mutant substrate; Rac GTPase-activating protein 1 (Homo sapiens);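 active = first-screen hits whose inhibition reached a set limit at any dose in the follow-up dose series; inconclusive = inhibition above the set first-screen limit but never retested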;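 also: fluorescence reports GDP produced by GAP-driven GTP hydrolysis; strong numbers were not always called active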
GPR35 arrestin U2OS – GPR35 antagonists blocking zaprinast-driven arrestin recruitment, primary screen, imaging, U2OS, beta-arrestin-GFP, zaprinast agonist (AID 2058); inhibition, % at 10 µM, or IC50 in µM where a hit was titrated; 290,000 compounds, 0.052% hits; U2OS GPR35 beta-arrestin-GFP translocation imaging, zaprinast antagonism; higher % means a stronger effect;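 active = inhibition of at least 50% with at least 30 cells and total cytoplasm GFP at most 10,000,000; inconclusive = under 30 cells or total GFP of 10,000,000 plus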
Lipid droplet – inhibitors of hepatocyte lipid droplet formation, primary screen, imaging, high-throughput imaging, BODIPY stain; 240,000 compounds, 0.4% hits; inhibition, % at 6.5 µM; AML12 mouse hepatocytes, oleate lipid droplets;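 active = lipid droplet intensity inhibited by at least 50%, with more than 500 cells counted; inconclusive = wells with under 300 cells, treated as cytotoxic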
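Material – AML12 mouse liver cells · Also added – oleate loading, 100 µM · Compound dosing – 6.5 µM single-point dosing · Times – overnight treatment with compound plus oleate · Measured by – fluorescence imaging, 20x objective, two fields per well · Read-out – percent inhibition of filter-corrected integrated lipid droplet intensity per well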
GPR55 beta-arrestin – GPR55 agonists via beta-arrestin recruitment, primary screen, imaging, U2OS cells, beta-arrestin-GFP redistribution (AID 1961) | G-protein coupled receptor 55 (Homo sapiens) | 290,000 compounds, 0.048% hits | activation, % at 10 µM, or EC50 in µM where a hit was titrated | U2OS GPR55 beta-arrestin-GFP redistribution imaging; higher % means a stronger effect;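 active = activation above 40% with more than 50 cells counted in the well; inconclusive = wells holding fewer than 50 cells, flagged as toxic or sparse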;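 also: U2OS osteosarcoma cells stably expressing GPR55 and beta-arrestin-GFP; plate controls were DMSO negative control for no effect and LPI positive control for full effect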
LYP inhibition – inhibitors of LYP phosphatase, biochemical, fluorescence intensity, uHTS (AID 1779); Tyrosine-protein phosphatase non-receptor type 22 (Homo sapiens); recombinant LYP phosphatase, fluorescence intensity; higher % means a stronger effect; inhibition, % at 11.5 µM; hits with a dose series show IC50 in µM; 290,000 compounds, 0.054% hits; in the data active = inhibition above about 50%;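 also: plate controls were vehicle with enzyme for no effect and no enzyme for full effect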
GPR55 LPI antagonism – GPR55 antagonists blocking LPI-driven arrestin recruitment, primary screen, imaging, U2OS, beta-arrestin-GFP, LPI agonist (AID 2013); G-protein coupled receptor 55 (Homo sapiens); U2OS GPR55 beta-arrestin-GFP translocation imaging, LPI antagonism; higher % means a stronger effect; inhibition, % at 10 µM, or IC50 in µM where a hit was titrated; 290,000 compounds, 0.13% hits;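 active = spots per cell inhibited over 60%, with over 100 cells counted and total cytoplasm intensity under 500,000; inconclusive = wells with under 100 cells, flagged as likely toxic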;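 also: U2OS cells stably carrying GPR55 and arrestin-GFP stimulated by 5 µM LPI near EC80; imaged beta-arrestin-GFP aggregate spots per cell after agonist stimulation; plate controls were LPI-stimulated DMSO wells for no effect and DMSO wells without LPI for full effect; some results filed as inactive read as strong as hits; confirmed hits need IC50 under 10 µM and bright autofluorescent wells are also inconclusive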
NTR1 agonist – agonists of NTR1, primary screen, imaging, U2OS cells, beta-arrestin-GFP, high content (AID 493036); activation, % at 20 µM; NTR1-U2OS beta-arrestin-GFP spot imaging, agonist mode; 330,000 compounds, 0.17% hits; Neurotensin receptor type 1 (Homo sapiens), P30989;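 active = activation at or above 40% of the spot to cytoplasm intensity ratio, with at least 20 cells analyzed; inconclusive = wells under 20 cells, flagged as cytotoxic or low count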;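 also: 0% = DMSO without peptide and 100% = 100 nM NTR1 peptide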
Target sequence (P30989 whole entry, looked up): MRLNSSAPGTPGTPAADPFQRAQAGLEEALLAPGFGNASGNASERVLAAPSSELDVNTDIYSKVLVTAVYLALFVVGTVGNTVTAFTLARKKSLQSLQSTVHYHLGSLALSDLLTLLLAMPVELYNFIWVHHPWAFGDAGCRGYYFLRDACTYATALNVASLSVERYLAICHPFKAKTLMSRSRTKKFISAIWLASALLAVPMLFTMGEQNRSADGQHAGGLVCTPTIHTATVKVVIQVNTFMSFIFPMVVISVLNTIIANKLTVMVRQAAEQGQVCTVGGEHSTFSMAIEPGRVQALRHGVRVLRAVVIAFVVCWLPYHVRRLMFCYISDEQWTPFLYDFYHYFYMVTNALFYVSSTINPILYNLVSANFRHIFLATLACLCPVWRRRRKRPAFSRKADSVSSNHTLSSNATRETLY
Lipid droplet cells 6.5 µM – also measured in Lipid droplet; calls as there; cell count; measured here: cell count, cytotoxicity flag;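 cells counted across two imaged fields per well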
T cell HTS vesicle-bound % – recorded beside T cell HTS, whose call it bears; double positive events, %; measured here: CD8+ vesicle-bound cell fraction;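 binding gate set so that unloaded-vesicle control wells show 10% double positive cells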
NTR1 agonist cell count 20 µM – also measured in NTR1 agonist; calls as there; cell count; measured here: cell count, cytotoxicity flag
* marks the source's active call; other numbers are inactive results; i = inactive; ? = inconclusive; / = not tested or not shown.

SMILES	Large T inhibition	T cell HTS	T cell HTS vesicle-bound %	Rac1 GTP hydrolysis	GPR35 arrestin U2OS	Lipid droplet	Lipid droplet cells 6.5 µM	GPR55 beta-arrestin	LYP inhibition	GPR55 LPI antagonism	NTR1 agonist	NTR1 agonist cell count 20 µM
COCCNC(=S)NC1CC2CCCC(C1)N2Cc1cccs1 (stereo not given)	14%	i	27	4%	12%	/	/	-0.1%	-3%	-8%	-0.5	43
O=c1oc2ccccc2cc1-c1nc(-c2ccccc2)no1	11%	i	11	1%	-8%	/	/	0.0%	4%	8%	0.3	44
O=C(Cc1ccc(F)cc1)N/N=C/c1ccncc1	20%	i	8	-6%	4%	22	708	0.8%	-3%	6%	-0.7	74
Cc1nc2c(C)cccn2c(=O)c1NC(=O)c1cccs1	9%	i	26	4%	/	/	/	/	/	/	-0.4	44
Cc1nn(C)cc1CNC(=O)C1CCC(=O)N(CC2CCCCC2)C1 (stereo not given)	1%	i	65	1%	-5%	0	869	-0.1%	-10%	3%	0.9	61
O=C(O)c1ccccc1NC(=O)c1cc(-c2ccccc2)nc2ccccc12	15%	i	30	2%	14%	-6	745	0.2%	-13%	-1%	2.9	52
Fc1ccc(Cn2cc(C(=S)N3CCOCC3)c3ccccc32)cc1	14%	i	41	13%	-6%	-7	714	-0.3%	-7%	2%	4.0	60
Cc1ccc(NC(=O)N(CCC#N)Cc2ccccc2)cc1	13%	i	33	1%	-3%	/	/	0.0%	2%	9%	1.7	56
Cc1c(Cl)cccc1NC(=O)CNC(=O)c1ccco1	13%	i	61	12%	5%	-1	807	1.1%	-7%	4%	-0.7	63
COc1ccc(C(=O)Oc2cc3c4c(c2)C(C)=CC(C)(C)N4C(=O)C3=O)cc1OC	-3%	i	47	6%	-4%	2	704	0.1%	9%	-15%	8.2	39
Cc1sc2ncnc(OCC(=O)NC(C)C)c2c1C	8%	i	25	10%	5%	/	/	-0.1%	-7%	16%	-1.1	50
Cc1ccc(-c2csc(N(CCO)CCCn3c(C(F)(F)F)nc4cc(C(F)(F)F)ccc43)n2)cc1	20%	i	65	-4%	8%	-12	767	-0.2%	-2%	4%	5.9	87
COc1cc(C2NC(=O)NC(C)=C2C(=O)OC2CCCC(C)C2)cc(Br)c1O (stereo not given)	34%	i	43	2%	2%	11	820	-0.4%	-7%	-12%	0.9	68
CCc1cccc(NC(=O)CCc2c(C)nn(-c3ccc(N4CCCCC4)nn3)c2C)c1	7%	i	6	4%	13%	-1	788	0.2%	-7%	-4%	1.9	56
Cn1nc(-c2ccc(C(=O)O)cc2)c2ccccc2c1=O	2%	i	30	3%	-4%	11	804	-0.1%	-3%	-6%	-0.6	93
CCOc1cc(NC(=O)c2ccccc2[N+](=O)[O-])c(OCC)cc1NC(=O)CC(C)C	16%	i	15	2%	9%	/	/	-0.1%	0%	13%	-1.1	45
Cc1cc(S(=O)(=O)N2CCCC(N(C)CCc3ccccn3)C2)c(C)cc1Cl (stereo not given)	0%	i	4	-5%	-3%	-44	636	0.5%	-8%	-4%	0.8	38
Cc1ccccc1CN1CCCOCCS1(=O)=O	11%	i	11	7%	-3%	/	/	-0.3%	-10%	-5%	4.5	96
C/C(=N/NC(=O)c1cc2ccccc2cc1O)c1ccco1	8%	i	16	24%	-4%	-26	701	-0.1%	0%	-8%	4.0	56
Cc1nn(C(C)C(=O)NCCCN2CCCCCC2)c(=O)c2cc3sccc3n12 (stereo not given)	13%	i	11	12%	5%	-37	673	0.0%	-6%	15%	-0.4	75

Next section, starting with the last 2 of the part before.
SMILES	Large T inhibition	T cell HTS	T cell HTS vesicle-bound %	Rac1 GTP hydrolysis	GPR35 arrestin U2OS	Lipid droplet	Lipid droplet cells 6.5 µM	GPR55 beta-arrestin	LYP inhibition	GPR55 LPI antagonism	NTR1 agonist	NTR1 agonist cell count 20 µM
C/C(=N/NC(=O)c1cc2ccccc2cc1O)c1ccco1	8%	i	16	24%	-4%	-26	701	-0.1%	0%	-8%	4.0	56
Cc1nn(C(C)C(=O)NCCCN2CCCCCC2)c(=O)c2cc3sccc3n12 (stereo not given)	13%	i	11	12%	5%	-37	673	0.0%	-6%	15%	-0.4	75
Cc1ccc(CCC(=O)Nc2cc(Cl)ccc2Cl)o1	7%	i	45	-7%	-4%	-2	812	-0.3%	-8%	16%	1.9	54
O=C(N/N=C/c1ccccc1Cl)c1ccncc1	6%	i	27	3%	4%	2	842	-0.2%	-4%	7%	1.3	61
O=C(O)CCCCCNC(=O)c1ccc(Br)cc1	16%	i	20	5%	16%	/	/	-0.1%	-5%	-11%	-1.8	103
COc1ccc(CNC(=O)CCc2c[nH]c3ccccc23)cc1	-6%	i	10	10%	2%	-7	783	-0.2%	-5%	-5%	-0.7	39
Cc1cc2c(cc1C)C(c1cccc([N+](=O)[O-])c1)CC(=O)N2 (stereo not given)	-6%	i	9	-9%	-4%	-8	734	0.4%	-4%	9%	-0.4	43
Cc1nc2scc(C)n2c(=O)c1S(=O)(=O)Nc1ccc(N2CCOCC2)c(Cl)c1	/	i	7	-41%	10%	2	675	0.2%	-11%	2%	-0.3	58
Cc1ccc(S(=O)(=O)NCc2nc3ccccc3c(=O)n2N)cc1	1%	i	18	1%	-9%	-3	777	0.2%	-1%	-4%	0.0	59
Cc1cccc(C(=O)N2CCCC(N3CCN(c4cccc(Cl)c4)CC3)C2)n1 (stereo not given)	22%	i	46	6%	10%	-10	703	0.3%	-12%	6%	-0.1	74
COc1ccc(-c2nnc3n2CCCCC3)cc1OC	5%	i	28	3%	-9%	-8	650	-0.2%	-9%	1%	2.2	34
COc1cccc2cc(C(=O)N3CCN(c4ccccn4)CC3)c(=O)oc12	2%	i	29	8%	14%	14	818	-0.1%	1%	12%	0.3	40
COc1ccc(N2CCN(S(=O)(=O)c3ccc(OC)c(C(=O)N4CCOCC4)c3)CC2)cc1	1%	i	28	9%	15%	10	832	-0.2%	-3%	2%	1.0	51
COc1ccc2nc(NC(=O)/C=C/c3ccc4c(c3)OCO4)sc2c1	5%	i	27	/	4%	-7	644	0.2%	-3%	3%	-0.5	42
Cc1ccc(C)c(S(=O)(=O)NCCOc2nc(NC(C)C)nc(NC(C)C)n2)c1	-1%	i	33	1%	6%	7	789	0.3%	1%	19%	0.4	54
N#Cc1ccc(CSc2nnc(COc3ccccc3)n2-c2ccccc2)cc1	3%	i	13	1%	-18%	10	787	-0.2%	-2%	3%	0.2	51
Cc1ccccc1OCC(=O)Nc1ccc(Cc2ccncc2)cc1	20%	i	57	8%	0%	1	586	-0.2%	-4%	-20%	-1.4	85
COc1ccc(CCNC(=O)COc2ncnc3cc([N+](=O)[O-])ccc23)cc1	21%	i	57	0%	-4%	7	581	-0.2%	-9%	-2%	-1.6	110
Cc1cc(NC(=O)COc2coc(CN3CCN(c4ccccc4F)CC3)cc2=O)no1	6%	i	55	2%	/	/	/	/	/	/	0.0	72
COc1ccc(CCNC(=O)C(C)Sc2ccccc2)cc1OC (stereo not given)	5%	i	32	5%	0%	/	/	0.5%	-6%	28%	0.5	54
CCOC(=O)c1cc(C)n(CCc2ccccc2)c1C	-2%	i	46	2%	-7%	14	759	0.0%	-6%	15%	-1.4	89
Cc1cc(C)cc(NC(=S)N(Cc2ccc(Br)cc2)Cc2ccc(C(=O)O)cc2)c1	6%	i	6	4%	-20%	-14	687	?	5%	10%	0.0	48
Cc1ccccc1CC1S/C(=N/N=C/c2ccco2)NC1=O (stereo not given)	16%	i	18	/	8%	0	712	0.1%	-1%	-22%	0.0	36
CC(=O)Nc1ccc(C(=O)NNC(=O)c2ccc(Cl)cc2)cc1	-1%	i	43	13%	3%	2	801	0.5%	0%	-1%	-0.1	56
O=c1[nH]oc2cc(Cl)ccc12	7%	i	24	11%	16%	1	741	0.4%	-6%	-2%	16	43
Cc1ccc(C(=O)NCC(=O)N(C)CC(=O)Nc2c(Cl)cccc2Cl)s1	12%	i	29	1%	/	/	/	/	/	/	0.2	62
COc1ccccc1-c1cc(C(=O)N/N=C/c2ccoc2)c2ccccc2n1	13%	i	24	-2%	-13%	-4	871	-0.1%	-5%	-9%	-0.2	74
COc1ccccc1N1CC(O)=C(c2nc3ccccc3c(=O)[nH]2)C1=N	16%	i	6	10%	-29%	-6	687	-0.2%	-1%	-13%	-0.1	38
O=c1[nH]c(/C=C\c2ccc(O)cc2)nc(O)c1[N+](=O)[O-]	37%	i	44	51µM*	-16%	0	786	0.3%	-9%	-8%	0.9	37
COc1cccc(C(=O)N[C@@H](CCSC)c2nc3ccccc3[nH]2)c1	4%	i	20	3%	-7%	4	717	-0.4%	-5%	6%	0.9	44
CCc1cc(=O)[nH]c(SCC(=O)Nc2ccc3c(c2)OCCO3)n1	11%	i	46	6%	/	/	/	/	/	/	2.0	52
S=c1[nH]nc(-c2ccncc2)n1/N=C/c1ccccc1Cl	15%	i	29	/	-3%	-13	670	-0.2%	-5%	-7%	-0.6	59
Cc1[nH]c(=O)c(C#N)c(C)c1CCC(=O)NCc1cccc(C(F)(F)F)c1	3%	i	33	12%	7%	-35	680	0.5%	-7%	-4%	-0.7	60
O=C(CSc1nnc(C2COc3ccccc3O2)o1)N1CCCC1 (stereo not given)	8%	i	39	12%	-4%	3	711	0.2%	-8%	16%	-0.8	69
CC1=NN(C(=O)COc2ccc(C)c(C)c2)C(O)(c2ccc(Cl)cc2)C1 (stereo not given)	25%	i	15	-5%	16%	18	683	0.1%	3%	17%	2.2	48
COc1ccc(C(=O)N=C2SC3CS(=O)(=O)CC3N2c2ccccc2)cc1OC (stereo not given)	-20%	i	30	7%	22%	-19	707	-0.2%	-5%	-19%	-0.2	68
